FadD28 FP inh: inhibitors of FadD28 bisubstrate probe binding, primary screen, biochemical, fluorescence polarization, single point | Mycobacterium tuberculosis FadD28 fatty-acid-AMP ligase | inhibition, % at 12.5 µM | actives 0.22% (n = 360,000) | AID 588549, 2011; in the data active means inhibition above about 8.5%, passing the limit was not always enough
BioA inh: M. tuberculosis BioA enzyme inhibitors, primary screen, biochemical, plate reader, single point, HTS | inhibition, % at 9.99 µM | AID 602481, 2012 | 7,8-diaminopelargonic acid synthase BioA (Mycobacterium tuberculosis) | actives 0.096% (n = 360,000) | purified M. tuberculosis BioA enzyme; in the data active means inhibition above about 40%
PfHsp40 yeast: rescue of yeast from PfHsp40 toxicity, primary screen, S. cerevisiae, ATP luminescence; actives 0.68% (n = 340,000); S. cerevisiae expressing PfHsp40, growth rescue; growth rescue, % at 12.5 µM; in the data active means growth rescue above about 28%, passing the limit was not always enough;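 further: yeast W303a lacking pdr1 and pdr3 grown in galactose medium; growth measured after three days at 30 °C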
Anthrax LF inh2: Bacillus anthracis LF protease inhibitors, primary screen, biochemical, multiplex microsphere, MLPCN library; Lethal factor (Bacillus anthracis), P15917; multiplex microsphere protease cleavage assay; inhibition, % at 10 µM; actives 0.12% (n = 360,000); further: plate controls were buffer without enzyme for full effect and enzyme alone for no effect
Mtb UGM inh: M. tuberculosis UGM enzyme inhibitors, primary screen, biochemical, fluorescence polarization, single point; UDP-galactopyranose mutase (Mycobacterium tuberculosis (strain ATCC 25618 / H37Rv)), …; purified UGM, fluorescence polarization probe displacement; inhibition, % at 10 µM; actives 0.06% (n = 320,000); in the data active means inhibition above about 10%, passing the limit was not always enough
Target sequence (P9WIQ1 whole entry, looked up): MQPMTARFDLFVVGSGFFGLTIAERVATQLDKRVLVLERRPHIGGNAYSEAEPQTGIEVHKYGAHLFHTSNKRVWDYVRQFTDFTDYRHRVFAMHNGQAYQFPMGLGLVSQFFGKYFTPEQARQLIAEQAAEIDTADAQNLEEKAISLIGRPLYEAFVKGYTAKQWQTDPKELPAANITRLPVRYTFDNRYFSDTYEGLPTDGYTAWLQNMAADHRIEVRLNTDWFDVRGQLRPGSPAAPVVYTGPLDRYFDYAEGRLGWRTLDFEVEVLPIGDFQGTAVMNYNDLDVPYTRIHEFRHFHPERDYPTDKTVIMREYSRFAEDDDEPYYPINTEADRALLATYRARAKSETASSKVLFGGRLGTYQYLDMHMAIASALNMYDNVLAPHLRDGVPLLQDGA
Mtb FBA inh: Mtb FBA enzyme inhibitors, primary screen, biochemical, fluorescence, strain H37Rv; Fructose-bisphosphate aldolase (Mycobacterium tuberculosis (strain ATCC 25618 / H37Rv)), …; purified M. tuberculosis FBA, fluorescence read-out; inhibition, % at 1 µM; actives 2.3% (n = 360,000); in the data active means inhibition above about 27%;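 further: 0% = vehicle and 100% = reference inhibitor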
Target sequence (P9WQA3 whole entry, looked up): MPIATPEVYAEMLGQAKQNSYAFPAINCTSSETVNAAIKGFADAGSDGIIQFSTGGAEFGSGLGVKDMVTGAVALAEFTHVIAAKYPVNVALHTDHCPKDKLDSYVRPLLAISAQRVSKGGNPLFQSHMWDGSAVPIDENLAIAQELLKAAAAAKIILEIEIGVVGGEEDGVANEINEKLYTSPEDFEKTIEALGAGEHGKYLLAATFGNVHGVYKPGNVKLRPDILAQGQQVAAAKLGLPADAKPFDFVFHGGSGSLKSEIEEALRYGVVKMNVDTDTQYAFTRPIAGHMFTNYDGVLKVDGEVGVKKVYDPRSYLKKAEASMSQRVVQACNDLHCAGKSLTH
GDH-TPI counter: GDH-TPI coupling enzyme inhibitors, primary screen, artefact control for M. tuberculosis FBA inhibitor project, biochemical, absorbance, full deck | GDH-TPI coupled enzyme counterscreen, NADH absorbance | inhibition, % at 4.8 µM | actives 1.2% (n = 360,000); in the data active means inhibition above about 30%;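 further: 0% = DMSO wells and 100% = wells lacking the enzyme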
BoNT-F LC inh: BoNT/F light chain protease inhibitors, primary screen, biochemical, flow cytometry, MLPCN library; Botulinum neurotoxin type F light chain protease (Clostridium botulinum); Multiplex microsphere protease cleavage assay; inhibition, % at 10 µM; actives 0.22% (n = 360,000); AID 588497, 2011; in the data active means inhibition above about 35%, passing the limit was not always enough; further: plate controls were buffer without enzyme for full effect and enzyme alone for no effect
BoNT A protease: BoNT/A light chain protease inhibitors, primary screen, biochemical, flow cytometry, MLPCN library; Botulinum neurotoxin type A light chain protease (Clostridium botulinum A str. ATCC 3502); multiplex microsphere protease substrate cleavage; inhibition, % at 10 µM; actives 0.17% (n = 360,000); further: plate controls were buffer without enzyme for full effect and enzyme alone for no effect
Active calls of the source: *; . = no result given; & = joins results of further samples. Unless noted, no stated cut-off is given here; in the data, active means inhibition above about 30%; inconclusive means no clear call, values can overlap the other calls; inactive means below that.

#	molecule	FadD28 FP inh	BioA inh	PfHsp40 yeast	Anthrax LF inh2	Mtb UGM inh
1	Cc1cc(C(=O)OCC(=O)N(C)C2CCS(=O)(=O)C2)c(C)n1-c1ccccc1 (stereo unspecified)	-1.1	1.7	0.1	-5	-2.0
2	O=C1CC(Nc2ccccc2)C(=O)N1c1ccc(N2CCOCC2)cc1 (stereo unspecified)	-2.2	-1.1	-2.0	-5	-0.3
3	Cc1cn(C)c(=O)n(C)c1=O	-0.5	-0.8	-0.8	-10	1.0
4	Cc1c(Cl)cccc1NC(=O)c1cc(-c2ccco2)on1	-0.4	0.4	-1.5	-2	0.3
5	COc1cc(/C=N/NC(=O)NC23CC4CC(CC(C4)C2)C3)ccc1O	1.3	1.7	0.2	2	2.1
6	CC1CCN(C(=O)CSc2nnc3c(n2)[nH]c2ccccc23)CC1	-3.1	1.0	-0.4	7	2.1
7	O=c1n(Cc2ccccc2Cl)c2sc3c(c2c2ncnn12)CCCC3	-0.6	-1.0	-0.4	0	.
8	N#CC1(NC(=O)COc2cc(F)ccc2[N+](=O)[O-])CCCCC1	-3.7	-1.0	0.9	2	-1.6
9	O=C(/C=C/c1ccc(O)cc1)c1ccc(NC2=C(N3CCCCC3)C(=O)c3ccccc3C2=O)cc1	-1.2	0.9	-0.9	-6	2.5
10	CCCCCn1c(CNC(=O)CCC)nc2ccccc21	0.5	-0.7	-1.1	1	0.2
11	c1cc2c(c(CC3CO3)c1CC1CO1)OCCOCCOCCOCCO2 (stereo unspecified)	-2.8	-0.2	.	-2	.
12	O=C(CNS(=O)(=O)c1cccc2nsnc12)NCCc1ccccc1	-0.6	-0.1	0.6	-1	2.4
13	COc1ccc(/C=C/C(=O)Nc2cccc(C(C)=O)c2)cc1	-7.7	0.5	1.6	-3	-0.8
14	O=[N+]([O-])c1cc(S(=O)(=O)Nc2ccccc2)ccc1N1CCN(c2ccccc2)CC1	-1.7	4.5	-0.9	-3	-2.9
15	Cn1ccnc1SCC(=O)c1ccc2ccccc2c1	-1.6	.	-0.2	2	2.5

#	Mtb FBA inh	GDH-TPI counter	BoNT-F LC inh	BoNT A protease
1	9	-3	-8	-0.5
2	2	7	-4	-0.1
3	-2	-2	-2	0.3
4	1	2	3	0.9
5	-1	4	-10	-2.1
6	3	5	8	-1.3
7	1	-4	-12	-1.0
8	-2	1	6	0.2
9	-7	16	-43	2.2
10	3	-5	-4	-0.3
11	0	1	-6	-0.4
12	0	9	-4	-2.3
13	0	33*	-8	-0.2
14	-3	9	3	0.3
15	1	1	-5	1.3

New compounds follow.
#	molecule	FadD28 FP inh	BioA inh	PfHsp40 yeast	Anthrax LF inh2	Mtb UGM inh
16	CC(C)(C)c1ccc(C(=O)Nc2nonc2-c2nc3ccccc3[nH]2)cc1	-0.9	-0.9	4.3	1	2.3
17	O=C(Nc1ccccc1)C1=C[C@@H](C2CCCCC2)C[C@@H](OCc2ccc(CO)cc2)O1	-5.6	-0.4&-2.2	3.7	2	-1.1
18	Cc1nn(-c2ccc(N3CCCCC3)nn2)c(C)c1CCC(=O)Nc1cccc(F)c1	-1.4	0.4	4.3	0	0.5
19	Nc1nc(N)nc(-c2cccc(Br)c2)n1	-2.0	.	1.1	-4	.
20	Cc1nc2nc(-c3cccs3)[nH]c2cc1Br	-2.5	0.2	6.6	.	0.3
21	Cc1ccc(C)c(N2CCN(C(=O)c3csc(C)c3C)CC2)c1	-2.1	6.1	2.0	1	1.1
22	NC(=O)C1CCN(c2nc(-c3ccccc3F)cs2)CC1	-1.7	0.2	0.2	1	0.0
23	COc1cc(C=C2C(=O)NC(=O)NC2=O)cc(OC)c1OC	-0.7	-0.1	-1.2	-4	-0.3
24	NC(=O)C1CCN(C(=O)COc2cccc3cccnc23)CC1	-0.2	.	-0.2	0	-1.2
25	COc1ccc2c(c1)C(C)=CC(C)(C)N2C(=O)CN1C(=O)CCC1=O	-0.5	-1.3	0.9	3	1.0
26	O=C(Nc1nc2ccccc2[nH]1)c1cc2ccccc2o1	-11	-0.9	0.2	2	0.4
27	Cn1c(Cc2ccccc2)nnc1SCCC(=O)Nc1ccccc1	-1.2	0.8	0.2	-1	2.1
28	Cc1cn(CC(=O)NCCc2c[nH]c3ccccc23)c(=O)[nH]c1=O	1.5	0.6	-1.2	-1	.
29	CCc1cc2c(NCCC(=O)O)ncnc2s1	0.9	-2.2	0.8	-2	5.7
30	O=C(COc1ccc(Cl)cc1)NCc1nnc(SCC(=O)NC2CCCCC2)o1	0.4	-1.7	0.0	-1	-0.8

#	Mtb FBA inh	GDH-TPI counter	BoNT-F LC inh	BoNT A protease
16	3	7	-10	0.6
17	0	-2	0	0.3
18	-2	6	1	-0.3
19	6	11	6	0.8
20	7	53*	.	.
21	1	5	1	0.0
22	-1	-7	-2	0.2
23	2	3	-5	0.5
24	4	8	1	-0.1
25	-2	4	-10	-0.6
26	-3	25	-12	2.7
27	1	1	-1	1.0
28	5	5	1	-0.6
29	6	5	23	1.7
30	4	11	17	0.3

Next structures follow:
#	molecule	FadD28 FP inh	BioA inh	PfHsp40 yeast	Anthrax LF inh2	Mtb UGM inh
31	Cc1cc(Cl)ccc1OCCCC(=O)N1CCCc2ccccc21	-4.4	-1.4	3.1	3	1.2
32	COc1ccc(C(=O)Nc2cc3c(cc2Cl)OCCCO3)cc1	-0.3	0.6	-0.9	2	1.9
33	Cc1ccc(C(=O)c2c3ccc(C(F)(F)F)cc3nn2CCC(N)=O)cc1	-0.9	-2.2	7.5	-5	0.4
34	CCSc1oc(-c2ccccc2)nc1S(=O)(=O)c1ccccc1	-1.3	-0.2	1.1	-4	0.3
35	COc1ccc(C(C)=O)cc1CSc1nnc(-c2ccc(Cl)cc2)n1-c1ccccc1	-4.1	9.5	0.5	-6	-1.0
36	CCCCn1c(N)c(N(CC)C(=O)C2=COCCO2)c(=O)[nH]c1=O	-0.7	-0.9	-0.8	-1	-3.1
37	C/C(=N\OC(=O)c1ccc(Cl)cc1)c1sc(-c2ccccc2)nc1C	-4.0	.	0.0	0	-1.3
38	Cc1[nH]nc2c1C1(CCN(C(=O)c3ccccc3)CC1)C(C#N)=C(N)O2	0.1	1.0	-0.3	2	-3.5
39	CCCCn1c(N)c(N(CC(C)C)C(=O)c2ccc(N3C(=O)CCC3=O)cc2)c(=O)[nH]c1=O	0.3	.	2.1	.	-1.1
40	CCOC(=O)C1CCN(C(=O)/C=C/c2cc(OC)c(OC)c(OC)c2)CC1	-0.9	-0.8	-0.6	3	0.8
41	CC(C)(C)NC(=O)C(c1ccncc1)N(Cc1cccs1)C(=O)c1csnn1 (stereo unspecified)	-2.6	2.3	0.0	-8	0.5
42	CCOC(=O)COc1ccc(/C=C2\C(=O)NC(=S)N(c3ccc(OC)cc3)C2=O)cc1OC	.	-1.9	-0.3	-1	0.5
43	CCOC(=O)Cc1nnc(NC(=O)CSc2nnc3c4ccccc4n(C(C)C)c3n2)s1	-3.8	.	-0.3	-2	4.0
44	CC(=O)Nc1cccc(-c2ccnc3c2CC(C(=O)Nc2cccnc2)O3)c1 (stereo unspecified)	0.2	5.2	.	6	.
45	Cc1ccc2nc(C(=O)N3CCc4c([nH]c5ccccc45)C3c3ccccn3)cn2c1 (stereo unspecified)	-1.4	3.1	4.4	0	0.3

#	Mtb FBA inh	GDH-TPI counter	BoNT-F LC inh	BoNT A protease
31	-5	-3	-1	1.1
32	-1	2	-2	0.2
33	-2	17	-30	-1.4
34	-2	-12	-2	1.7
35	-7	9	15	-0.3
36	2	-5	-12	-2.0
37	-1	4	-6	0.2
38	3	2	2	0.9
39	3	3	.	.
40	6	9	2	-0.2
41	-2	5	-5	-0.7
42	0	5	1	-1.9
43	-1	26	0	0.3
44	6	16	3	0.2
45	-2	-1	-5	-0.7

(next part)
#	molecule	FadD28 FP inh	BioA inh	PfHsp40 yeast	Anthrax LF inh2	Mtb UGM inh
46	CC1NC(=S)N(Cc2ccccc2)C1=O (stereo unspecified)	-1.3	-0.3	-1.2	-2	0.6
47	O=C(NCc1cccc(F)c1)C1CCC(=O)N(C2CCCC2)C1 (stereo unspecified)	-3.3	-1.2	-0.2	1	-1.7
48	CC(C)C[C@H]1CNC(=S)N1CC1CCN(CCCCc2ccccc2)CC1	-4.7	22	-0.1	-8	.
49	COc1ccc(/C=C2\SC(=S)N(CCC(=O)NCCCN3CCOCC3)C2=O)cc1	.	-0.7	-1.3	-2	0.8
50	O=C(NCc1ccccc1Cl)c1cccc2c1C(=O)c1ccc(-c3ccc(OC(F)(F)F)cc3)cc1S2(=O)=O	-3.3	-0.2	0.6	4	0.8
51	Cc1cc(N2CCN(Cc3ccc4c(c3)OCO4)CC2)n2ncnc2n1	-5.8	4.3	-0.7	-1	-2.3
52	CCOC(=O)c1cc(-c2ccc(C)o2)nn1CCC#N	-1.2	-0.2	1.2	5	-0.4
53	Clc1ccc2nc(CSCc3ccccc3)cn2c1	-4.6	.	4.3	-4	0.2

#	Mtb FBA inh	GDH-TPI counter	BoNT-F LC inh	BoNT A protease
46	-1	-2	-1	2.9
47	-3	7	4	1.2
48	-2	0	-4	-0.2
49	-3	5	-1	1.2
50	-3	-1	-5	-0.3
51	-3	2	-2	-1.4
52	3	-11	-2	0.2
53	-2	-1	-2	0.6

In the list so far, these have two or more sulfur atoms.
#	molecule	FadD28 FP inh	BioA inh	PfHsp40 yeast	Anthrax LF inh2	Mtb UGM inh
12	O=C(CNS(=O)(=O)c1cccc2nsnc12)NCCc1ccccc1	-0.6	-0.1	0.6	-1	2.4
34	CCSc1oc(-c2ccccc2)nc1S(=O)(=O)c1ccccc1	-1.3	-0.2	1.1	-4	0.3
41	CC(C)(C)NC(=O)C(c1ccncc1)N(Cc1cccs1)C(=O)c1csnn1 (stereo unspecified)	-2.6	2.3	0.0	-8	0.5
43	CCOC(=O)Cc1nnc(NC(=O)CSc2nnc3c4ccccc4n(C(C)C)c3n2)s1	-3.8	.	-0.3	-2	4.0
49	COc1ccc(/C=C2\SC(=S)N(CCC(=O)NCCCN3CCOCC3)C2=O)cc1	.	-0.7	-1.3	-2	0.8

#	Mtb FBA inh	GDH-TPI counter	BoNT-F LC inh	BoNT A protease
12	0	9	-4	-2.3
34	-2	-12	-2	1.7
41	-2	5	-5	-0.7
43	-1	26	0	0.3
49	-3	5	-1	1.2
